BCR signal inh: inhibitors of chronic active B-cell receptor signaling. ABC-DLBCL IkBa-CBG/CBR reporter, luminescence ratio, 4 h. Potency, µM (doses to about 46.1 µM), inactives show at the highest dose ratio change, negative = lower green/red ratio, actives largely listed as inhibitors. hit rate 0.05% among 340,000; active means well fitted inhibition curve with a large enough effect in the signal ratio, with a control signal flat, not every such curve was filed as active; inconclusive means small, poorly fitted or top-dose-only effect, or effect the other way, or a change in a side signal; the % refers to the signal ratio;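 further: potency means the concentration at half of the fitted maximal effect; plate controls were basal doxycycline-induced cells for no effect and cells given 10 µM MG132 for full effect; MG132 reads +100%, hits lower the ratio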
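Cell line TMD8 (human ABC DLBCL), stably expressing tet-inducible CBG68-IkBa fusion and CBR; IMDM/0.5% FBS; cpd up to 46 uM; dox induction, 4 h, 37C/5% CO2; dual luminescence; green/red ratio; MG132 control.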
TCR act: T cell receptor activation; Potency, µM (series often up to 9.22 µM), without a hit: top-dose activation of IL-2 secretion, usual class: activators; primary human leukocytes, anti-CD3, IL-2 HTRF, 48 h; 330,000 tested, under 10 active; AID 504894; further: % of control where 0% means no effect
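Compounds are tested in HTS on primary human leukocytes co-incubated with a-CD3 beads for 48 hr. IL-2 output is measured by time-resolved FRET.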
ELG1 repair inh: blocks ELG1-dependent DNA repair in HEK293T cells. HEK293T ELG1-luciferase reporter, luminescence, 16 h; DNA damage induced by 5-fluorouridine. Potency, µM (titrated, usually from 46.1 µM), for the others: at the highest dose activity change, negative = inhibition, actives largely listed as inhibitors. hit rate 2.3% among 330,000. AID 504467; further: potency means the concentration at half of the fitted maximal effect; on the % scale 0 is the no-effect control and ±100 the full control effect; nearly all actives have a fitted effect of over 55% in size
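DMSO vehicle served as the neutral condition. Each well held 2,000 cells given 5-fluorouridine plus compound; after 16 hr at 37 °C/5% CO2, ONE-Glo was added and luciferase measured 30 min later.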
AT treatment: candidate therapy for ataxia-telangiectasia | […] A-T fibroblasts, KAP-1 phosphorylation AlphaLISA; neocarzinostatin DNA damage 30 min before lysis | Potency, µM (top dose mostly 57.5 µM), inactives show at the highest dose activation, actives largely listed as activators | hit rate 0.19% among 320,000; further: potency means the concentration at half of the fitted maximal effect; % of control where 0% means no effect; nearly all actives have a fitted effect of over 45% in size
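ATM-like activity read as KAP-1 phosphorylation via AlphaLISA donor/acceptor antibody pairs after lysis and 6 hr at 25C. Cells were ATM-null patient fibroblasts ([…], hTERT), dosed 60 min, then exposed to the DSB inducer NCS for 30 min.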
Eya2 phos inh: blocks the phosphatase activity of human Eya2 | recombinant Eya2, OMFP fluorescence dephosphorylation (OMFP is methylfluorescein phosphate) | Potency, µM (series often up to 76.9 µM), for inactives: top-dose activity, negative = inhibition, actives largely listed as inhibitors | hit rate 0.006% among 330,000 | AID 488837; further: potency means the concentration at half of the fitted maximal effect; on the % scale 0 is the no-effect control and ±100 the full control effect
Target sequence (O00167 whole entry, looked up): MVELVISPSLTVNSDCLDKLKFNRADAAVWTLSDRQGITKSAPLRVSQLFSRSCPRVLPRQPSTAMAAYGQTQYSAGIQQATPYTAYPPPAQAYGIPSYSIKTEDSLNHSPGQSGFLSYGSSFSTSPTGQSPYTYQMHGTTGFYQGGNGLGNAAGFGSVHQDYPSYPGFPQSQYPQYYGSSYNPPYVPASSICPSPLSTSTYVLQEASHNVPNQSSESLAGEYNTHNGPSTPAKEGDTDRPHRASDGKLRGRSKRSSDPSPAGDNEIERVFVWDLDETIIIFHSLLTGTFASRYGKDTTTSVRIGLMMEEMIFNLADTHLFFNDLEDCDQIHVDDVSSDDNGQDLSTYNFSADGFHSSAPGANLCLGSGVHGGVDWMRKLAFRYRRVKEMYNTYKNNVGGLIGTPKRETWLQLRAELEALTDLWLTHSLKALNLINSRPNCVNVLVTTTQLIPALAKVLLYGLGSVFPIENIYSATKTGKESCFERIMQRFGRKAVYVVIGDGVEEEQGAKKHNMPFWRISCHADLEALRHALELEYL
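Eya2 (0.2 uM) preincubated 10 min at ambient with compound, then OMFP substrate added at 50 uM; 10 min reaction in 50 mM HEPES pH 7.5, 50 mM NaCl, 5 uM MgCl2, 0.05% BSA, 1 mM DTT. Fluorescence read at Ex 485/Em 525 nm.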
a7 integrin act: activators of alpha7 integrin expression for muscular dystrophy; alpha7betagal myoblasts, beta-gal FDG fluorescence, 48 h; Potency, µM (top dose mostly 38.3 µM), inactives show at the highest dose activation, actives largely listed as activators; hit rate 0.064% among 350,000; AID 624291;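 further: potency means the concentration at half of the fitted maximal effect; 100% = response of the positive control SU9516; nearly all actives have a fitted effect of over 60% in size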
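Alpha7betagal+/- myoblasts (passage 13) were plated 16-24 hr, then exposed to compounds (1:260 dilution of DMSO stock) for 48 hours at 37C. After MPER lysis, β-galactosidase reporter activity was read as FDG fluorescence (ex 480/em 540) after 30 minutes.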
Mito fusion act: inhibitors of mitochondrial division or activators of mitochondrial fusion; S. cerevisiae fusion-defective mutant growth rescue, CellTiterGlo 48 h; hit rate 0.23% among 320,000; Potency, µM (series often up to 46.1 µM), without a hit: at the top dose growth rescue (activation), actives largely listed as activators;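 further: potency means the concentration at half of the fitted maximal effect; % of control where 0% means no effect; nearly all actives have a fitted effect of over 45% in size; temperature-sensitive fusion mutants such as fzo1-1 at 37 °C on non-fermentable ethanol glycerol medium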
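Temperature-sensitive fusion-defective S. cerevisiae (e.g. fzo1-1, mgm1-5) were grown with compound in YPEG medium (3% ethanol, 3% glycerol) for 48 hours at 37C. Growth rescue was measured as viability by CellTiterGlo luminescence after 10 minutes at ambient.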
Tb PFK inh: inhibitors of T. brucei phosphofructokinase; T. brucei PFK, ADP-Glo luminescence; hit rate 0.17% among 330,000; O15648; Potency, µM (top dose mostly 57.5 µM), for inactives: at the top dose activity, negative = inhibition, hits mostly inhibitors;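 further: potency means the concentration at half of the fitted maximal effect; 0% = uninhibited 1x PFK enzyme wells and -100% = no-enzyme wells; nearly all actives have a fitted effect of over 60% in size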
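Activity is normalized to no-enzyme wells (full inhibition) and 1.25 nM enzyme wells (no inhibition). Reaction: 0.5 mM F6P, 0.1 mM ATP, 45 min RT, ADP-Glo luminescence; concentration-response curves fitted and classed by quality.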
TSHR antag: antagonists of human thyroid stimulating hormone receptor | TSHR-expressing cells, TSH-stimulated cAMP HTRF, 2 h; stronger effect = lower value | activity change, negative = inhibition, % at 11.5 µM | P16473 | AID 504810 | hit rate 0.2% among 330,000;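 active means activity change below a set negative limit, meaning inhibition stronger than a set level, cut at about -70% in these data; inconclusive means activity change between two set negative limits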; further: on the % scale 0 is the no-effect control and ±100 the full control effect
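TSHR-expressing cells were treated with compounds, then stimulated with TSH at EC80 (4nM final) for 2 hours at 37 deg C. Cellular cAMP was measured by HTRF competition between lysate cAMP and cAMP-d2 for a cryptate-labelled anti-cAMP antibody.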
ASM inhibitor: blocks human secretory acid sphingomyelinase; P17405; placental ASM, HMU-PC fluorogenic substrate, 60 min; hit rate 0.006% among 340,000; Potency, µM (titrated, usually from 57.5 µM), for the others: at the top dose activity change, negative = inhibition, usual class: inhibitors; further: potency means the concentration at half of the fitted maximal effect
Target sequence (P17405 47-631 limits assumed): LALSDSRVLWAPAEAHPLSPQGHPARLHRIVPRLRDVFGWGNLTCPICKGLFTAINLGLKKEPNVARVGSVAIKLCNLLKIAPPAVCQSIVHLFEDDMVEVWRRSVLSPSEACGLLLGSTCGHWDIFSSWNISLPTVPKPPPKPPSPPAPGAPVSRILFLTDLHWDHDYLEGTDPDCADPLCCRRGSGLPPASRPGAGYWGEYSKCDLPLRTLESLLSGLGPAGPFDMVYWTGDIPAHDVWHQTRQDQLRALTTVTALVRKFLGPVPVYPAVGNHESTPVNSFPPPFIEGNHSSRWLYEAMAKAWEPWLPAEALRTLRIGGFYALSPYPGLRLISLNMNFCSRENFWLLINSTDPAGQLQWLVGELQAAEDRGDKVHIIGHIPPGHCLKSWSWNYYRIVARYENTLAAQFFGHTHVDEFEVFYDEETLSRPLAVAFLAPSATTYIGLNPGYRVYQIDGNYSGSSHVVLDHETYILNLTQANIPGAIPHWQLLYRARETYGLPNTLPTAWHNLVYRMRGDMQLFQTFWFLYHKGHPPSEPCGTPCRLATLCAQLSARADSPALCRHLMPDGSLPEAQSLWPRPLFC
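qHTS format. ASM enzyme prepared from human placenta hydrolyses the fluorogenic substrate HMU-PC0 (9 uM final) over 60 min at 37 °C after a 10 min compound preincubation.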
TSG101-PTAP inh: blocks PTAP/TSG101 interaction to inhibit HIV-1 budding. Q99816. Fluorescence polarization, FITC-PTAP peptide / Tsg101 binding. Potency, µM (titrated, usually from 115 µM), for inactives: at the highest dose activity change, negative = inhibition, usual class: inhibitors. 340,000 tested, under 10 active. AID 493005; active means well fitted inhibition curve with a large enough effect in the main read-out, with a control signal flat, not every such curve was filed as active; inconclusive means small, poorly fitted or top-dose-only effect, or effect the other way, or a change in a side signal; inactive means no such curve, though single readings can be large or run the other way; further: potency means the concentration at half of the fitted maximal effect; % of control where 0% means no effect
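Fluorescence anisotropy tracks displacement of a FITC-tagged PTAP peptide (50 nM) from the Tsg101 binding domain (10 uM), following a 20 min room-temperature incubation at pH 7.5.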
Starred values were filed as active, the others as inactive; [ ] = dose if it differs, or a comment. Unless noted, the call rests on the fitted dose curve; in most records, active means well fitted curve in the direction sought with a large enough effect; inconclusive means small, poorly fitted or top-dose-only effect, or another doubt; inactive means no such curve, though single readings can be large; an effect the other way counts as inactive or inconclusive.

Cc1c(NC(=O)C(C)OC(=O)c2ccccc2O)c(=O)n(-c2ccccc2)n1C (stereo not drawn) was read as BCR signal inh -1.1%, TCR act -2.6%, ELG1 repair inh 22.8%, AT treatment 10.3%, Eya2 phos inh 11.3%, a7 integrin act -9.0%, Tb PFK inh 1.6%, ASM inhibitor 5.3% and TSG101-PTAP inh -1.1%.
For Cc1ccc(N2CN(CCC3=CCCCC3)CNC2=S)cc1 the results were BCR signal inh -19.8%, TCR act 1.2%, ELG1 repair inh inconclusive, AT treatment -8.1%, Eya2 phos inh -10.8%, a7 integrin act 16.2%, Mito fusion act -3.6%, Tb PFK inh -0.5%, TSHR antag -6.2, ASM inhibitor -0.1% and TSG101-PTAP inh -2.5%.
`COc1ccccc1NC(=S)N1CCN(c2nc(-c3ccccc3)cs2)CC1` gave BCR signal inh -1.1%, TCR act -5.3%, ELG1 repair inh -8.5%, AT treatment -4.7%, Eya2 phos inh 2.2%, a7 integrin act -40.2%, Mito fusion act 2.7%, Tb PFK inh 1.0%, TSHR antag -9.6, ASM inhibitor -3.0% and TSG101-PTAP inh 0.7%.
Screening C1CCN=C(Nc2nc3c(s2)CCCC3)CC1 returned BCR signal inh -14.0%, TCR act -3.5%, ELG1 repair inh inconclusive, AT treatment -9.9%, Eya2 phos inh 10.0%, a7 integrin act 0.6%, Mito fusion act -2.0%, Tb PFK inh 1.3%, TSHR antag 7.6, ASM inhibitor 2.0% and TSG101-PTAP inh -0.5%.
`Cc1ccc(NC(=O)CCC(=O)N/N=C/c2cccs2)cc1` gave BCR signal inh 0.1%, TCR act -5.4%, ELG1 repair inh 13.0%, AT treatment -1.3%, Eya2 phos inh 4.9%, a7 integrin act inconclusive, Mito fusion act -4.0%, Tb PFK inh -3.2%, TSHR antag 3.8, ASM inhibitor -3.2% and TSG101-PTAP inh -0.9%.
Screening C=CCNC(=O)Nc1ccc(F)cc1F returned BCR signal inh 4.3%, TCR act -2.9%, ELG1 repair inh -13.1%, AT treatment -0.5%, Eya2 phos inh -0.3%, a7 integrin act -0.8%, Mito fusion act 0.1%, Tb PFK inh -11.1%, TSHR antag 4.4, ASM inhibitor 2.1% and TSG101-PTAP inh -1.4%.
For CN(CCOc1ccc(-c2ccn(S(=O)(=O)c3ccc(Cl)cc3)n2)cc1)c1ccccn1 the results were BCR signal inh 5.7%, TCR act -0.8%, ELG1 repair inh -16.6%, AT treatment -3.6%, Eya2 phos inh -8.8%, a7 integrin act -20.6%, Mito fusion act -0.7%, Tb PFK inh 0.6%, TSHR antag -16.0, ASM inhibitor -2.1% and TSG101-PTAP inh 0.0%.
`CCCN(CC(=O)Nc1ccccc1OC)C(=O)c1ccc2[nH]c3c(c2c1)CC(C)CC3` (stereo not drawn) gave BCR signal inh 14.3%, TCR act 2.2%, ELG1 repair inh inconclusive, AT treatment 6.8%, Eya2 phos inh 10.8%, a7 integrin act -28.4%, Mito fusion act 25.4%, Tb PFK inh -2.6%, TSHR antag 46.7, ASM inhibitor -13.1% and TSG101-PTAP inh 0.0%.
Screening COc1ccc(NC(=O)CSc2nnnn2-c2ccccc2OC)c(OC)c1 returned BCR signal inh -1.9%, TCR act -3.5%, ELG1 repair inh -9.5%, AT treatment 5.4%, Eya2 phos inh -13.6%, a7 integrin act 13.9%, Mito fusion act 4.1%, Tb PFK inh 0.4%, TSHR antag 2.0, ASM inhibitor -0.9% and TSG101-PTAP inh -2.0%.
For CCCC1=NN(C(=O)C(=O)Nc2ccc(Br)cc2)C(O)(C(F)(F)F)C1 (stereo not drawn) the results were BCR signal inh inconclusive, TCR act 3.0%, ELG1 repair inh -16.8%, AT treatment -1.1%, Eya2 phos inh 6.5%, a7 integrin act -19.3%, Mito fusion act 5.1%, Tb PFK inh 0.1%, TSHR antag -15.1, ASM inhibitor -1.6% and TSG101-PTAP inh -5.5%.
For COc1ccc(CC(=O)NCCc2ccc(Cl)cc2Cl)cc1 the results were BCR signal inh -15.0%, TCR act -4.5%, ELG1 repair inh -14.8%, AT treatment 10.9%, Eya2 phos inh 8.5%, a7 integrin act -12.4%, Mito fusion act 2.5%, Tb PFK inh -3.1%, TSHR antag -6.7, ASM inhibitor 0.7% and TSG101-PTAP inh -1.9%.
For COc1cccc(C(=O)N/N=c2/oc3ccccc3cc2C(N)=O)c1 the results were BCR signal inh inconclusive, TCR act 1.5%, ELG1 repair inh -18.6%, AT treatment 0.0%, Eya2 phos inh -10.7%, a7 integrin act -23.2%, Mito fusion act -4.0%, Tb PFK inh 19.1%, TSHR antag -5.8, ASM inhibitor 3.0% and TSG101-PTAP inh -3.3%.
CC(C)Nc1nnc(Sc2ccc(Cl)cc2[N+](=O)[O-])s1 was read as BCR signal inh 3.1%, TCR act -2.6%[46.1 µM], ELG1 repair inh inconclusive, AT treatment 1.2%, Eya2 phos inh 2.1%, a7 integrin act 18.2%, Mito fusion act 14.5%, Tb PFK inh -1.2%, TSHR antag 36.2, ASM inhibitor -2.4% and TSG101-PTAP inh -10.0%.
Screening O=C(CCC(=O)c1cccs1)NNC(=O)c1cccc(Cl)c1 returned BCR signal inh -3.8%, TCR act 3.8%, ELG1 repair inh 15.3%, AT treatment -2.7%, Eya2 phos inh -5.8%, a7 integrin act 0.2%, Mito fusion act -1.2%, Tb PFK inh -8.8%, ASM inhibitor 10.8% and TSG101-PTAP inh -3.6%.
`O=C(COC(=O)c1ccc2c(c1)S(=O)(=O)N=C1CCCCCN12)NCCc1ccc(F)cc1` gave BCR signal inh 4.1%, TCR act 5.0%, ELG1 repair inh -7.1%, AT treatment 1.2%, Eya2 phos inh 4.7%, a7 integrin act 27.7%, Mito fusion act 7.0%, Tb PFK inh -1.8%, TSHR antag -4.6, ASM inhibitor 0.5% and TSG101-PTAP inh 1.9%.
For Cc1nc2ccccn2c1C(=O)CSc1ccccc1 the results were BCR signal inh -9.2%, TCR act -5.8%, ELG1 repair inh -9.8%, AT treatment -1.3%, Eya2 phos inh -3.9%, a7 integrin act 24.5%, Mito fusion act -2.2%, Tb PFK inh -2.2%, TSHR antag -23.3, ASM inhibitor -1.3% and TSG101-PTAP inh -5.5%.
`CCCCNC(=S)NNC(=O)c1nn(C)c(C)c1Cl` gave BCR signal inh 13.4%, TCR act 7.7%[46.1 µM], ELG1 repair inh 14.6%, Eya2 phos inh -14.7%, a7 integrin act 0.0%, Mito fusion act -0.4%, Tb PFK inh -1.6%, TSHR antag 4.3, ASM inhibitor 1.6% and TSG101-PTAP inh -7.1%.
`CCOC(=O)Cc1csc(NC(=O)c2ccc(C)o2)n1` gave BCR signal inh 3.4%, TCR act -1.7%, ELG1 repair inh 29.2%, AT treatment -3.9%, Eya2 phos inh -1.8%, a7 integrin act -2.4%, Mito fusion act -4.8%, Tb PFK inh -0.1%, TSHR antag -8.5, ASM inhibitor 5.4% and TSG101-PTAP inh -6.8%.
Cc1cc(C)c(CN2CCN(C(=O)Cn3cnc(C(=O)Nc4ccc(C)c(C)c4)n3)CC2)c(C)c1 was read as BCR signal inh 0.5%, TCR act -5.2%[46.1 µM], ELG1 repair inh -29.2%, AT treatment 9.2%, Eya2 phos inh 3.1%, a7 integrin act -13.9%, Tb PFK inh -4.1%, TSHR antag 0.2, ASM inhibitor -9.5% and TSG101-PTAP inh -3.5%.
For CC(C)CNc1nc(N)c([N+](=O)[O-])c(N2CCCCCC2)n1 the results were BCR signal inh -5.9%, TCR act -3.3%, ELG1 repair inh 7.3µM*, AT treatment -2.9%, Eya2 phos inh -25.4%, a7 integrin act -56.6%[inhibitor], Mito fusion act 20.6%, Tb PFK inh 1.0%, TSHR antag -6.1, ASM inhibitor -12.8% and TSG101-PTAP inh -7.4%.
CCCC1CC(c2csc(N)n2)CCO1 (stereo not drawn) was read as BCR signal inh 0.4%, TCR act 0.1%, ELG1 repair inh -4.6%, AT treatment 15.7%, Eya2 phos inh 15.0%, a7 integrin act 16.1%, Mito fusion act 1.6%, Tb PFK inh 0.2%, TSHR antag -9.3, ASM inhibitor -0.1% and TSG101-PTAP inh -2.4%.
`CCC1CCCCN1C(=O)CCn1ccnc1` (stereo not drawn) gave BCR signal inh 2.0%, TCR act 0.8%, ELG1 repair inh -4.9%, AT treatment 3.6%, Eya2 phos inh 5.2%, a7 integrin act 9.2%, Mito fusion act 12.5%, Tb PFK inh 2.4%, TSHR antag -4.0, ASM inhibitor 0.8% and TSG101-PTAP inh -1.7%.

High-throughput results: PubChem BioAssay, National Center for Advancing Translational Sciences (NCATS)
